PGC1a acetyl inh = PGC1a acetylation modulation, inhibitor mode; U2OS PGC1a acetylation, AlphaScreen anti-acetyl-lysine; with virally co-expressed GCN5 acetyltransferase; inhibition, % at 15.6 µM; 350,000 tested, 0.17% active;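 active means every replicate shows inhibition of at least 40%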;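 further: 0% = neutral control wells and 100% = positive control wells; some results beyond the cut were filed as inactive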
S100A4 MyoIIA = inhibitors of human S100A4 binding to myosin IIA peptide | P26447 | S100A4/TAMRA-MyoIIA peptide fluorescence polarization | inhibition, % at 10.7 µM | 360,000 tested, 0.14% active | AID 652163;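 active means mean inhibition of at least 70% across replicates, with every replicate also reaching that level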
Target sequence (P26447 whole entry, looked up): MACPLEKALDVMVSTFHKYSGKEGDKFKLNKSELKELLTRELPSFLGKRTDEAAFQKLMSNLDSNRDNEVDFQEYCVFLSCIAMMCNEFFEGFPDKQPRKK
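Material: S100A4 monomer (human). Medium: Calcium-containing HEPES buffer, pH 7.2. Probe or stimulus: labelled myosin peptide probe, 5 nM. Compound dosing: one concentration per compound. Timing: polarization read 5 min after assay mix addition, stable 5–60 min. Benchmarks: DMSO as neutral control, TFP as positive control.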
PAX8 reporter = inhibitors of PAX8 transcriptional activity in RMG-I cells. RMG-I TPO-luciferase reporter, SteadyGlo, 24 h. 360,000 tested, 1.2% active. AID 652154. inhibition, % at 12.6 µM;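 active means mean replicate inhibition at least 60% with every replicate also reaching 60%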;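 further: luciferase light reporting Pax8 driven TPO promoter activity; plate controls were median of neutral control wells for no effect and mitoxantrone controls for full effect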
ERAP1 inh = inhibitors of human ERAP1 aminopeptidase; Q9NZ08; recombinant ERAP1, Leu-AMC fluorescence, 60 min; inhibition, % at 10.7 µM; 340,000 tested, 0.15% active;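 active means mean replicate inhibition of at least 30%, or all replicates individually reaching that 30% level; inactive means mean below 30% and not every replicate reaching it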;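 further: 0% = neutral control wells and 100% = L-leucinethiol positive control wells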
Target sequence (Q9NZ08 whole entry, looked up): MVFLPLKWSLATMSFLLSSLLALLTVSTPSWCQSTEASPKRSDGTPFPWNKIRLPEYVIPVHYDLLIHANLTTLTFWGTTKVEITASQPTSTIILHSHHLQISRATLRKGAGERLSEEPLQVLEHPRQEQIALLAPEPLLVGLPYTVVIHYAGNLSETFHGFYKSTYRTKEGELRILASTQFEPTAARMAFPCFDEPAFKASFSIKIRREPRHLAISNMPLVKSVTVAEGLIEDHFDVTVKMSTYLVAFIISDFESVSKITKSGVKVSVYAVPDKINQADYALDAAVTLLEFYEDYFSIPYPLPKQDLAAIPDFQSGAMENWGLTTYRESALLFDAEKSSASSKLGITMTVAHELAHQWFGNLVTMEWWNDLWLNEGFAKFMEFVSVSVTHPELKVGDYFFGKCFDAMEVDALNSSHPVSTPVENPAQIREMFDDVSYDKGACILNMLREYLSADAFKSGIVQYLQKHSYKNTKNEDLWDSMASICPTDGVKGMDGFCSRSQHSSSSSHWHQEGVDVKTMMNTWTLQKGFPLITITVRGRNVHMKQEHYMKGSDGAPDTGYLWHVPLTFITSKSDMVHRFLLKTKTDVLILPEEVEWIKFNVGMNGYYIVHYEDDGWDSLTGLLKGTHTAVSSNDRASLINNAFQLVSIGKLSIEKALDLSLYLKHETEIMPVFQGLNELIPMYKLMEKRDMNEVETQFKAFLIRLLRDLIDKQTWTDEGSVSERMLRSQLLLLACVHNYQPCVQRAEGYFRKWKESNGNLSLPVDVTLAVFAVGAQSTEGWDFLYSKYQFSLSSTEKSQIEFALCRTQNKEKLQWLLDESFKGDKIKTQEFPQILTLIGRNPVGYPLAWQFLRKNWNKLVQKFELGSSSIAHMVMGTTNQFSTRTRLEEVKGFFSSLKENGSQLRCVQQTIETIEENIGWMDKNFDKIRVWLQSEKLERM
EWS-Fli inh = inhibitors of EWS/Fli oncoprotein transcriptional activity; inhibition, % at 12.6 µM; 350,000 tested, 0.67% active; A673 NR0B1-luciferase reporter, viability-normalised;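 active means mean inhibition of at least 50% after viability correction, with every replicate also passing that limit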;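 further: firefly luciferase signal divided by Alamar Blue viability fluorescence both relative to DMSO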
LGR2 antag = blocks bursicon-induced cAMP signaling via Drosophila LGR2 | HEK293 LGR2, CRE-luciferase, bursicon-stimulated, 4 h | inhibition, % at 9.99 µM | 380,000 tested, 0.35% active;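 active means drop in luminescence signal, shown as inhibition above about 50% in the replicate tests, limit read from the data, passing the limit was not always enough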;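 further: agonist challenge used bursicon conditioned medium at about half maximal strength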
PglD DTNB = inhibitors of Campylobacter jejuni PglD acetyltransferase | 360,000 tested, 0.098% active | purified PglD enzyme, DTNB colorimetric CoA detection | AID 602405 | inhibition, % at 12.5 µM; in the data active means inhibition above about 16%, passing the limit was not always enough; further: strong numbers were not always called active
FN deposition inh = fibronectin deposition inhibition. AH1F fibroblasts, Alexa488-fibronectin deposition fluorescence, overnight. inhibition, % at 12.6 µM. 350,000 tested, 0.086% active;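 active means mean inhibition across replicates of 30% or more, regardless of how many single replicates reach that level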;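 further: positive control wells lacked labelled fibronectin entirely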
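Test system: AH1F fibroblast monolayer depositing Alexa488-labelled fibronectin into matrix. Input: 10000 cells per well. Technique: fluorescence, ex 485 nm, em 525 nm. Buffer or medium: DMEM plus 2% serum, read in PBS. Timing: 1 h cell adhesion before compound, then overnight fibronectin incubation. Compound: single dose, pinned. Read-out basis: inhibition from reduced deposited-fibronectin fluorescence.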
Starred values were filed as active, the others as inactive; . = not tested or not shown; & = joins results of further samples.

SMILES	PGC1a acetyl inh	S100A4 MyoIIA	PAX8 reporter	ERAP1 inh	EWS-Fli inh	LGR2 antag	PglD DTNB	FN deposition inh
C[C@H](CO)N1C[C@H](C)[C@H](CN(C)C(=O)Cc2cccnc2)Oc2ncc(C#CCN(C)C)cc2C1=O	-12	-2	.	-3	2	5	4	-3
C[C@H]1CN([C@@H](C)CO)C(=O)c2cccc(NS(=O)(=O)c3ccc(F)cc3)c2O[C@@H]1CN(C)Cc1ccc(C(F)(F)F)cc1	-10	4	-10	2	2	-2	-1	.
C[C@H](CO)N1C[C@H](C)[C@H](CN(C)C(=O)c2ccccn2)Oc2ncc(-c3ccccc3F)cc2C1=O	-6	22	.	-1	-1	2	0	0
Cc1c(C(=O)N2CCOCC2)oc2ccc(Br)cc12	-3	3	-26	0	-28	5	-5	.
C/C(=N\NC(=O)c1n[nH]c2c1CCC2)c1cccs1	4	31	102*	1	82*	.	-4	23
COc1ccc(NC(=O)COC(=O)CCSc2ccccc2)cc1	-7	8	-1	1	-11	-28	0	-4
CCCC(=O)Nc1ccc2c(c1)C(=O)N(C)C[C@H](OC)[C@@H](C)CN(Cc1ccc(-c3ccccn3)cc1)[C@@H](C)CO2	10	-5	-31	1	-2	4	0	-7
CCC(=O)N[C@H]1CC[C@H](CCn2cc(C3CC3)nn2)O[C@H]1CO	-5	7	-13	-1	-2	1	2	7
COc1cc(C)ccc1OCC(=O)NC1CCCCCC1	5	-2	-216	5	-81	-79	0	0
O=C(C[n+]1cc(-c2ccc(Cl)cc2)n2c1CCC2)Nc1nc(-c2ccc(F)cc2)cs1	.	-2	-5	.	6	12	.	-9
C[C@H](O)C#Cc1cnc2c(c1)C(=O)N([C@H](C)CO)C[C@H](C)[C@H](CN(C)C(=O)CN(C)C)O2	3	-9	.	1	-6	3	4	-8
O=c1[nH]c2ccccc2c2ccc(Cl)cc12	-6	3	3	-1	-9	-10	.	-8
Cc1nnc2n1N=CC=C(C(C)(C)C)S2	6	.	-23	.	.	.	7	-10
CCCCCCSc1ccc(-c2nc3ccc(C)cn3c2NCc2ccccc2)cc1OC	-13	-5&-6	-9	-5&-1	9	-18&-10	-4	-13
O=C(C[C@@H]1CC[C@@H]2[C@H](COC[C@H](O)CN2Cc2nccs2)O1)NCc1ccccc1	3	5	-20	-3	8	-1	2	-10
Cc1cc(C)c(CSc2ncnc3nc[nH]c23)c(C)c1	4	-1	1	-4	6	-7	3	-7
CC(C)NC(=O)N(C)C[C@H]1Oc2ncc(C#Cc3ccc(F)cc3)cc2C(=O)N([C@@H](C)CO)C[C@@H]1C	-5	1	.	-3	-1	-24	-2	0
CCCNS(=O)(=O)c1ccc2c(c1)n(C)c(=O)n2C	-6	3	-4	2	8	-21	0	-3
COc1cccc(CN2CCNC(=O)C2CC(=O)NC2Cc3ccccc3C2)c1 (stereo not given)	.	-5	8	3	-4	-29	.	-2
COc1ccc(NS(=O)(=O)c2c(C)n(C)c(=O)n(C)c2=O)cc1	0	5	-25	-1	-5	3	3	6
CC(C)NC(=O)N(C)C[C@H]1Oc2c(NS(=O)(=O)c3ccc(Cl)cc3)cccc2C(=O)N([C@H](C)CO)C[C@H]1C	9	33	-20	-5	3	-11	2	-4
COc1cccc(-c2cnc3c(c2)C(=O)N([C@@H](C)CO)C[C@@H](C)[C@@H](CN(C)C(=O)Nc2ccccc2F)O3)c1	10	6	.	4	-4	1	5	.
C[C@H](CO)N1C[C@H](C)[C@@H](CN(C)Cc2ccc(Oc3ccccc3)cc2)Oc2c(cccc2N(C)C)C1=O	-14	-24	5	10	6	.	0	7
CC(OCC(O)CN(C)Cc1nc2ccccc2c(=O)[nH]1)c1ccc(Cl)cc1 (stereo not given)	.	-3	6	-1	13	-12	.	-9
CCCn1nc2cc(C(=O)NCc3ccc(OC(F)(F)F)cc3)ccc2c1OCC	.	-2	1	6	-5	18	-1	-6
Nc1ccccc1C(=O)N(Cc1ccccc1)Cc1ccccc1	-13	.	-5	.	.	.	0	-6
O=C(COC(=O)c1ccc(S(=O)(=O)C(F)F)cc1)Nc1ccccc1C(=O)NC1CC1	6	-1	-1	0	1	9	-9	4
OC(c1nnc(-c2ccccc2)o1)c1cccs1 (stereo not given)	.	-26	-75	2	-39	-29	.	-2
C[C@H](O)C#Cc1ccc2c(c1)O[C@@H](CN(C)C(=O)C1CCC1)[C@H](C)CN([C@@H](C)CO)S2(=O)=O	6	28	.	-1	9	6	-3	.
COc1ccc(Cl)cc1NC(=O)CN(C)CC(=O)Nc1cc(OC)c(OC)c(OC)c1	-8	2	20	1	62*	-13	1	12
CC(=O)N1CCN(c2nc(-c3cccs3)nc3ccccc23)CC1	.	-8	-10	-2	1	1	.	-1
COC(=O)[C@H]1[C@H](CO)[C@H]2Cn3c(ccc(/C=C/c4ccccc4)c3=O)[C@H]2N1CCC(F)(F)F	.	9	.	1	-2	24	0	-6
Cc1ccc(CN2CC(=O)N3[C@H](C2)[C@H](c2ccc(-c4ccccc4F)cc2)[C@@H]3CO)cc1	3	-61	.	0	-4	-18	.	-1
CCC(C(=O)Nc1ccccc1F)n1nc(C)c2c(C)n(-c3ccccc3)nc2c1=O (stereo not given)	-7	8	9	4	.	13	-10	5
Cc1nn(CC(=O)N/N=C/c2cccs2)c(C)c1[N+](=O)[O-]	.	4	5	-3	13	1	.	-4
CC(C)C#Cc1cnc2c(c1)C(=O)N([C@@H](C)CO)C[C@@H](C)[C@@H](CN(C)C(=O)c1cnccn1)O2	-6	-2	.	-7	-15	10	12	-6
CCN(Cc1ccccc1)C(=O)COc1ccccc1	2	4	-13	5	7	1	-8	1
Cc1nc(/N=C(\N)NC(=O)c2ccccc2)nc2ccccc12	12	1	.	3	-77	.	-3	.
O=C(CN1CCCC1)Nc1ccc(Br)cc1[N+](=O)[O-]	-8	12	-6	4	-37	-19	3	0
Cn1ccc(C(=O)OCC(=O)Nc2ccccc2)n1	22	-10	-21	-3	-6	4	8	-2

Three entries from above, set out differently.
| mol | PGC1a acetyl inh | S100A4 MyoIIA | PAX8 reporter | ERAP1 inh | EWS-Fli inh | LGR2 antag | PglD DTNB | FN deposition inh |
| --- | --- | --- | --- | --- | --- | --- | --- | --- |
| CC(C)C#Cc1cnc2c(c1)C(=O)N([C@@H](C)CO)C[C@@H](C)[C@@H](CN(C)C(=O)c1cnccn1)O2 | -6 | -2 | . | -7 | -15 | 10 | 12 | -6 |
| C[C@H](O)C#Cc1ccc2c(c1)O[C@@H](CN(C)C(=O)C1CCC1)[C@H](C)CN([C@@H](C)CO)S2(=O)=O | 6 | 28 | . | -1 | 9 | 6 | -3 | . |
| CC(OCC(O)CN(C)Cc1nc2ccccc2c(=O)[nH]1)c1ccc(Cl)cc1 (stereo not given) | . | -3 | 6 | -1 | 13 | -12 | . | -9 |

Next structures:
SMILES	PGC1a acetyl inh	S100A4 MyoIIA	PAX8 reporter	ERAP1 inh	EWS-Fli inh	LGR2 antag	PglD DTNB	FN deposition inh
Cc1ccccc1C1=N/C(=C/c2cccnc2)C(=O)O1	.	-9	1	2	-2	.	.	-2
CCn1c(=O)c(C(=O)NNS(=O)(=O)c2ccc(Cl)cc2)c(O)c2ccccc21	.	.	-7	.	.	28	4	4
Cc1ccccc1NC(=O)C1CCC(=O)N1 (stereo not given)	-19	-1	-5	-2	2	18	0	1
C[C@@H]1CN([C@@H](C)CO)C(=O)c2cc(NC(=O)Nc3cccc4ccccc34)ccc2O[C@H]1CN(C)Cc1ccc(-c2ccccc2)cc1	0	-1	.	2	2	4	3	.
COCCCNS(=O)(=O)c1cc2c3c(c1)C(C)C(=O)N3CCC2 (stereo not given)	-10	-2	4	3	1	0	-2	-2
C[C@@H]1CN([C@@H](C)CO)C(=O)c2cc(NS(=O)(=O)c3ccccc3)ccc2O[C@@H](C)CCCCO[C@@H]1CN(C)C(=O)Cc1ccccc1	0	-16	-25	0	18	2	-1	-6
CCCn1c(=S)[nH]c2cc(C(=O)N3CCN(C4CCCCC4)CC3)ccc2c1=O	-8	0	13	1	-3	-20	-1	3
COC(=O)/C(=C/c1cn(C(C)=O)c2ccccc12)[N+](=O)[O-]	0	-2	9	.	29	-1	-3	-2
CCCCCOCC1CC(C/C(C)=N/NC(N)=S)C(=O)O1 (stereo not given)	.	-10	35	-2	-1	1	.	6
O=C(C[C@@H]1CC[C@H](NC(=O)C2CCC2)[C@H](CO)O1)NCc1ccncc1	.	-9	-1	-1	-12	14	6	-3
CCOC(=O)Cc1nnc(NC(=O)COc2ccc(F)cc2)s1	-15	.	0	.	.	.	-1	-12
O=C(Cc1cccs1)N/N=C/C=C/c1ccco1	-5	-6	11	-2	-1	2	-20	-2
COc1cc(/C=N/Nc2ccc(Cl)c(C(=O)O)c2)ccc1OC(=O)c1ccc(F)cc1	.	-2	-45	1	-75	-46	0	1
C[C@H]1CN([C@@H](C)CO)C(=O)c2cc(-c3ccc(C#N)cc3)cnc2O[C@@H]1CN(C)CC1CCCC1	-7	-8	12	3	-1	-13	-2	-33
CC/C(=N\NC(=O)c1ccc(CN(C)S(=O)(=O)c2ccc(C)cc2)cc1)c1ccc(OC(F)F)cc1	-13	-3	29	-2	3	2	-1	9
Cc1cccc(NS(=O)(=O)c2cccc(C(=O)N3CCCC3)c2)c1	-6	3	-2	0	-5	2	4	-1
CCc1ccc(CNC(=O)CCC(=O)n2ncc3cc(C)ccc32)cc1	.	-2	-16	6	0	-6	6	2
O=C(c1cccc(-n2cccc2)c1)N1CCN(S(=O)(=O)c2ccc(F)cc2)CC1	.	-6	12	-1	-3	13	4	-8
CCC(=O)N(C)C[C@H]1Oc2ncc(C#C[C@@H](C)O)cc2C(=O)N([C@H](C)CO)C[C@@H]1C	5	-2	-20	1	-19	-4	-7	.
C/C=C/c1cnc2c(c1)C(=O)N([C@H](C)CO)C[C@H](C)[C@@H](CN(C)C(=O)Cc1cccnc1)O2	-4	0	4	-2	3	-12	0	.

Grouped by structure, the compounds so far containing a furan ring, fused or not
SMILES	PGC1a acetyl inh	S100A4 MyoIIA	PAX8 reporter	ERAP1 inh	EWS-Fli inh	LGR2 antag	PglD DTNB	FN deposition inh
Cc1c(C(=O)N2CCOCC2)oc2ccc(Br)cc12	-3	3	-26	0	-28	5	-5	.
O=C(Cc1cccs1)N/N=C/C=C/c1ccco1	-5	-6	11	-2	-1	2	-20	-2

(further entries)
SMILES	PGC1a acetyl inh	S100A4 MyoIIA	PAX8 reporter	ERAP1 inh	EWS-Fli inh	LGR2 antag	PglD DTNB	FN deposition inh
CN(C)Cc1cccc([N+](=O)[O-])c1O	10	-4	2	0	2	4	0	2
COc1cccc(C2CC(c3ccccc3)=NN2S(=O)(=O)c2ccc(C)cc2)c1OC (stereo not given)	.	-33	-3	-1	-6	.	.	-2
O=C(O)c1ccc(CNC(=O)c2ccc3c(c2)OCCO3)cc1	.	-14	-3	-4	-7	1	.	4
O=C(CCN1C(=O)c2ccccc2C1=O)Nn1cnnc1	8	1	.	-1	4	1	8	.
C[C@@H]1CN([C@H](C)CO)C(=O)c2cccc(NS(=O)(=O)c3ccc(Cl)cc3)c2O[C@H]1CN(C)Cc1ccc(C(F)(F)F)cc1	-7	-15	.	0	11	5	4	1
COc1ccc(NC(C)=O)cc1C	.	10	-7	1	3	-4	.	-11
CC1Cc2cc(/C(O)=C3/C(=O)C(=O)N(Cc4cccnc4)C3c3cccc(O)c3)ccc2O1 (stereo not given)	-3	2	-18	0	2	-10	.	-10
COc1ccc(CNC(=O)Cn2c(=O)oc3cc(S(=O)(=O)N4CCCC4)ccc32)cc1	2	-3	27	-2	0	3	3	-6
CNC[C@H]1Oc2c(NC(=O)c3ccc(-c4nccs4)cc3)cccc2C(=O)N([C@@H](C)CO)C[C@H]1C	0	9	3	4	-2	6	-7	-16

Screening data: PubChem, Broad Institute
